Tau fibril FP: qHTS for Inhibitors of Tau Fibril Formation, Fluorescence Polarization. actives 0.39% (n = 280,000). Potency, µM (titrated, usually from 57.7 µM), without a hit: top-dose activity, negative = inhibition, actives largely listed as inhibitors. K18 P301L tau heparin fibrillization, Alexa594 FP, 6 h. Microtubule-associated protein tau (Homo sapiens), P10636; also: % is scaled to controls: 0 for no effect and ±100 for the full control effect; nearly all actives have a fitted effect of over 55% in size
Target sequence (P10636 561-689 P618L limits assumed): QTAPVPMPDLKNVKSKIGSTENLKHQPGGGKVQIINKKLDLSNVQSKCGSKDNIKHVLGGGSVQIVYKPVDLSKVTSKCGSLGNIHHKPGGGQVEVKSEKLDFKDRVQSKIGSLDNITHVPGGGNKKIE
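Steps: dispense K18 P301L tau (15 uM plus 0.24 uM Alexa 594 tracer, final) in pH 7 sodium acetate; add compound; add heparin (20 uM final); incubate 6 hr, 37 C; add ThT (30 uM final); after 1 hr ambient, read FP.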
HTT ATP protect: qHTS Multiplex Assay to Identify Dual Action Probes in a Cell Model of Huntington: Cytoprotection (ATP); Potency, µM (top dose mostly 56.4 µM), for the others: cytoprotection (ATP increase), hits mostly activators; PC12 HTT-Q103 induced, cytoprotection, ATP luminescence, 40 h; actives 0.14% (n = 230,000);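 also: % of control where 0% means no effect; nearly all actives have a fitted effect of over 45% in size; toxic huntingtin expression switched on by the ecdysone agonist tebufenozide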
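Stable PC12 Q103-GFP cells in serum-supplemented, phenol red-free DMEM; induction by tebufenozide at 100 nM final; compound dose series; cell viability quantified luminescently from ATP.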
RECQ1 helicase: qHTS Assay for Inhibitors of RecQ-Like Dna Helicase 1 (RECQ1). RECQ1 DNA unwinding, red fluorescence kinetic read. Potency, µM (doses to about 57.3 µM), inactives show top-dose activity, negative = inhibition, actives largely listed as inhibitors. actives 0.54% (n = 240,000);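 also: plate controls were vehicle for no effect and no enzyme for full effect; nearly all actives have a fitted effect of over 30% in size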
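RECQ1T1 50 nM; forked duplex (20 bp + 30-nt ss tails) 200 nM, ATP 2 mM final; pH 8.0, 2 mM MgCl2, 2.5 ug/ml poly(dI-dC); 15 min compound preincubation; discontinuous kinetic read over 2 h at RT.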
Tau fibril ThT: qHTS for Inhibitors of Tau Fibril Formation, Thioflavin T Binding; AID 1460, 2008; Potency, µM (series often up to 57.4 µM), inactives show at the highest dose activity, negative = inhibition, usual class: inhibitors; actives 2.1% (n = 270,000); recombinant tau K18 P301L, heparin-induced fibrillization, ThT fluorescence; also: % is scaled to controls: 0 for no effect and ±100 for the full control effect; nearly all actives have a fitted effect of over 55% in size
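Recombinant human tau K18 fragment […] carrying P301L, 15 uM unlabeled plus 0.24 uM Alexa 594-labeled, was fibrillized with 20 uM heparin in 100 mM sodium acetate pH 7 for 6 hr at 37 C; 30 uM ThT fluorescence read after 1 hr.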
TR SRC2 fluor cs: Total Fluorescence Counterscreen for Inhibitors of the Interaction of Thyroid Hormone Receptor and Steroid Receptor Coregulator 2; Potency, µM (top dose mostly 106 µM), without a hit: at the top dose fluorescence change, negative = quenching; TRb/SRC2 Texas Red total fluorescence interference; actives 0.29% (n = 280,000); active = well fitted curve in either direction with a large enough effect; inconclusive = small, poorly fitted or top-dose-only effect; also: % is scaled to controls: 0 for no effect and ±100 for the full control effect
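Flags fluorescent or light-absorbing compounds by total fluorescence, S + 2P, at 555 nm excitation and 632 nm emission. Mixture: 20 nM Texas Red SRC2 peptide, 0.6 uM human TRb LBD, 1 uM T3, 5% DMSO; compound exposure 5 h at ambient temperature.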
Tau fluor counter: Counterscreen qHTS for Inhibitors of Tau Fibril Formation, Fluorescence Polarization | AID 1463, 2008 | Potency, µM (highest dose often 57.7 µM), inactives show top-dose activity change, negative = decrease | actives 0.93% (n = 280,000) | tau K18 P301L (four-repeat tau fragment) Alexa594 fluorescence, heparin fibrillization; also: % is scaled to controls: 0 for no effect and ±100 for the full control effect; nearly all actives have a fitted effect of over 55% in size
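Human K18 P301L tau (15 uM unlabeled plus 0.24 uM Alexa 594-labeled, final) in 100 mM sodium acetate pH 7 was mixed with compound and 20 uM heparin and incubated 6 hr at 37 C.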
TRb SRC2 PPI: qHTS for Inhibitors of the Interaction of Thyroid Hormone Receptor and Steroid Receptor Coregulator 2 | Thyroid hormone receptor beta (Homo sapiens), P10828 | TRbeta-SRC2 peptide binding, fluorescence polarization; receptor liganded with 1 µM T3 | Potency, µM (series often up to 106 µM), without a hit: top-dose activity change, negative = inhibition, usual class: inhibitors | actives 0.065% (n = 280,000);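 also: plate controls were bound peptide for no effect and peptide without receptor for full effect; nearly all actives have a fitted effect of over 50% in size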
Target sequence (P10828 whole entry, looked up): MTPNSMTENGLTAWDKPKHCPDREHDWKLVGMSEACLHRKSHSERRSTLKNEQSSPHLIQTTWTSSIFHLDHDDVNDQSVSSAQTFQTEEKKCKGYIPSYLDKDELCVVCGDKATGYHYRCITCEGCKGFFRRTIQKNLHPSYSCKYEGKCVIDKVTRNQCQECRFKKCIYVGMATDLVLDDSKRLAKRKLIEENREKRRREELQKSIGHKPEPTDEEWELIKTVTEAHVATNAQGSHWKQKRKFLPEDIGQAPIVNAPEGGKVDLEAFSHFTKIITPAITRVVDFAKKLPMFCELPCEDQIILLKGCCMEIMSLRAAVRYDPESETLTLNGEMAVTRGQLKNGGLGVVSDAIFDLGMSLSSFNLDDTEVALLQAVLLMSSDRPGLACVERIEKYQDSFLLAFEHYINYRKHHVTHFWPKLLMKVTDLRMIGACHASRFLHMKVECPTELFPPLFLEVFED
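Fluorescence polarization of 20 nM Texas Red SRC2 peptide with 0.6 uM human TRb ligand-binding domain, in Tris buffer with 1uM T3 and 5% DMSO. Incubated 5 hr ambient; normalized to unbound and bound controls.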
L3MBTL1 block: qHTS Assay for the Inhibitors of L3MBTL1; Lethal(3)malignant brain tumor-like protein 1 (Homo sapiens), Q9Y468; AlphaScreen L3MBTL1–H3K9me1 peptide binding; Potency, µM (series often up to 57.1 µM), inactives show top-dose activity, negative = inhibition, actives largely listed as inhibitors; actives 0.66% (n = 230,000); AID 485360, 2010; also: % is scaled to controls: 0 for no effect and ±100 for the full control effect; nearly all actives have a fitted effect of over 60% in size
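Read-out is AlphaScreen signal from streptavidin donor and nickel chelate acceptor beads (10 ug/mL final each) bridging L3MBTL1 (50 nM) and biotinylated K9-monomethylated H3(1-15) peptide (75 nM), after 30 min compound exposure at room temperature.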
* hit, by the source's call; i = inactive; ? = inconclusive; . = not tested or not shown; & = joins results of further samples; [ ] = remark or other dose. Unless noted, calls follow the shape of the dose curve; as a rule, active = well fitted curve in the direction sought with a large enough effect; inconclusive = small, poorly fitted or top-dose-only effect, or another doubt; inactive = no such curve, though single readings can be large; an effect the other way counts as inactive or inconclusive. Potency is read from the fitted curve at half-maximal effect.

Below each SMILES – Tau fibril FP | HTT ATP protect | RECQ1 helicase | Tau fibril ThT | TR SRC2 fluor cs | Tau fluor counter | TRb SRC2 PPI | L3MBTL1 block
COC(=O)c1ccc(CSc2nc3sc4c(c3c(=O)n2C)CCCC4)o1
    -6% | -13% | i | -8% | 3% | 3% | -3% | 0%
CCN(c1ccccc1)S(=O)(=O)c1ccc(Cl)c(NC(=O)Nc2ccc(Cl)cc2C#N)c1
    ? | -1%[10 µM] | -16% | -8% | -1% | -23% | 5% | -1%
O=C(O)c1ccc(CN2C(=O)CSC2=S)cc1
    -20% | ? | 16µM* | ? | ? | -16% | ? | ?
COc1ccc(OC)c(C2CC(=O)Oc3c2c(=O)n(C)c2ccccc32)c1 (centres undefined)
    -1% | . | . | -12% | ? | -13% | -7% | .
COc1cc2oc(=O)cc(-c3ccc(-c4ccc(N(C)C)cc4)cc3)c2c(OC)c1OC
    6%[81.3 µM] | -18% | -8%[81.1 µM] | ? | 1% | -18%[81.3 µM] | 5% | 1%
Cc1c(C)n(Cc2ccccc2)c2ccc(C(=O)NCc3ccccc3F)cc12
    10% | . | . | -2% | 1% | -17% | 4% | .
COC(=O)c1ccc(Cl)cc1NC(=O)Nc1nnc(N(C)Cc2ccccc2)s1
    ? | . | . | -2% | -1% | -22% | -4% | .
O=C1OC(Nc2ccc(Cl)cn2)c2ccccc21 (centres undefined)
    8% | -7% | 5% | -1% | -2% | 0% | 0% | .
Cc1cc(Br)c(S(=O)(=O)NCCN2CCOCC2)cc1C
    -6% | -4% | -2% | -10% | 2% | -6% | 5% | -1%
Cc1nc(CC(=O)Nc2cccc(C)c2C)cs1
    2% | . | . | ? | -1% | -20% | -4% | .
CCOC(=O)CSc1nncc2ccc(OC)c(OC)c12
    -5% | -39%[0.074 µM] | -14% | -14% | -1% | -5% | -9% | 6%
O=C(Nc1cc(F)cc(F)c1)c1ccc(NCCc2ccccc2)c([N+](=O)[O-])c1
    9% | -14%[10 µM] | 1% | 7% | 0% | -1% | 6% | -19%
N#CCn1c2ccccc2c2nc3ccccc3nc21
    6% | -1%[10 µM] | -9% | 1% | -6% | 2% | -4% | -8%
Cc1cccc(C(=O)Nc2cccc(C(=O)OCc3cc(=O)n4ccsc4n3)c2)c1
    -10% | . | . | -8% | -1% | -1% | -6% | .
CC(C)COC(=O)C(C)Nc1n[nH]c(=S)[nH]c1=O (centres undefined)
    -4%[2.34 µM] | -5%[10 µM] | 12% | -1% | 1% | 5% | -1% | -3%
CCC(C)Sc1nc2ccccc2c(=O)[nH]1 (centres undefined)
    -5% | 10%[10 µM] | -1% | 1% | -3% | -2% | -2% | 13%
CCOC(=O)CC1C(=O)NCCN1Cc1cccs1 (centres undefined)
    -6% | -14% | i | -7% | 1% | -9% | 5% | 5%
COc1ccc(/C=N/NC(=O)c2ccoc2C)cc1COc1ccc(Cl)cc1
    -7% | -9% | -3% | 8% | -1% | ? | -7% | .
O=C(O)C1CCCN(S(=O)(=O)c2cccs2)C1 (centres undefined)
    4% | 4%[10 µM] | -5% | -6% | -3% | -3% | -3% | 5%
Cc1ccc(C2CC(c3cccs3)=NN2C(=O)c2ccco2)o1 (centres undefined)
    -5% | -41%[inhibitor] | -10% | ? | -1% | -22% | 3% | -13%

Part of the list above in order of heavy-atom count, ascending.
Below each SMILES – Tau fibril FP | HTT ATP protect | RECQ1 helicase | Tau fibril ThT | TR SRC2 fluor cs | Tau fluor counter | TRb SRC2 PPI | L3MBTL1 block
O=C(O)C1CCCN(S(=O)(=O)c2cccs2)C1 (centres undefined)
    4% | 4%[10 µM] | -5% | -6% | -3% | -3% | -3% | 5%
CC(C)COC(=O)C(C)Nc1n[nH]c(=S)[nH]c1=O (centres undefined)
    -4%[2.34 µM] | -5%[10 µM] | 12% | -1% | 1% | 5% | -1% | -3%
CCOC(=O)CC1C(=O)NCCN1Cc1cccs1 (centres undefined)
    -6% | -14% | i | -7% | 1% | -9% | 5% | 5%
N#CCn1c2ccccc2c2nc3ccccc3nc21
    6% | -1%[10 µM] | -9% | 1% | -6% | 2% | -4% | -8%
Cc1cc(Br)c(S(=O)(=O)NCCN2CCOCC2)cc1C
    -6% | -4% | -2% | -10% | 2% | -6% | 5% | -1%
Cc1ccc(C2CC(c3cccs3)=NN2C(=O)c2ccco2)o1 (centres undefined)
    -5% | -41%[inhibitor] | -10% | ? | -1% | -22% | 3% | -13%
COC(=O)c1ccc(CSc2nc3sc4c(c3c(=O)n2C)CCCC4)o1
    -6% | -13% | i | -8% | 3% | 3% | -3% | 0%
COc1ccc(/C=N/NC(=O)c2ccoc2C)cc1COc1ccc(Cl)cc1
    -7% | -9% | -3% | 8% | -1% | ? | -7% | .
COC(=O)c1ccc(Cl)cc1NC(=O)Nc1nnc(N(C)Cc2ccccc2)s1
    ? | . | . | -2% | -1% | -22% | -4% | .
CCN(c1ccccc1)S(=O)(=O)c1ccc(Cl)c(NC(=O)Nc2ccc(Cl)cc2C#N)c1
    ? | -1%[10 µM] | -16% | -8% | -1% | -23% | 5% | -1%

Further compounds follow:
Below each SMILES – Tau fibril FP | HTT ATP protect | RECQ1 helicase | Tau fibril ThT | TR SRC2 fluor cs | Tau fluor counter | TRb SRC2 PPI | L3MBTL1 block
COc1ccc(-c2ccc(-c3nnn(CC(C)=O)n3)cc2)cc1
    -11% | -6% | 8% | -19% | 1% | 1% | -2% | 2%
COc1ccccc1N=C1SC(C(=O)Nc2ccc(F)cc2)CC(=O)N1C (centres undefined)
    -11% | -2%[10 µM] | i | -8% | -2% | -15% | -4% | 11%
CCCNC(=O)NC(=O)CSc1ccc(C)cc1C
    -1% | -23% | -6% | -7% | -1% | -10% | -6% | 8%
CC1c2ccccc2CN1CC1=NCCN1 (centres undefined)
    -13% | -36% | i | ? | 1% | -10% | -3% | .
COc1cc(NC(=O)CSc2ncccc2C(=O)OC(C)C)cc(OC)c1
    -10%&-1% | -1% | i | -8%&-5% | 1%&-1% | -23%&-12% | -2%&4% | .
Nc1nc(Cl)nc2c1ncn2[C@@H]1O[C@H](CO)[C@H](O)[C@H]1O
    -12% | . | -6% | -11% | 0% | -9% | 0% | .
CCOc1ccc(NC(=O)C2CC(C)=C(C)CC2C(=O)O)cc1 (centres undefined)
    1% | -4%[10 µM] | -3% | 2% | -1% | 6% | -6% | .
Cc1onc(-c2ccccc2)c1C(=O)NC1C(=O)N2C(C(=O)O)C(C)(C)S[C@@H]12 (some centres undefined)
    -5% | -52%[inhibitor] | 19% | -3% | 0% | -7% | 9% | .
COc1ccc(/C=C/C(=O)OCC(=O)Nc2ccc(N3CCOCC3)cc2)cc1
    7% | -18% | i | ? | -1% | -11% | -6% | .
Cn1c(=O)c2c(SCC(=O)N3CCOCC3)nc(C3CC3)nc2n(C)c1=O
    -1% | 1%[10 µM] | 7% | 0% | -2% | 4% | 4% | -8%
Cc1ccc(NC(=S)Nn2cnnc2)cc1
    -13% | -18% | 18% | ? | -4% | -4% | -9% | -3%
Cc1ccc(CNC(=O)C2CC(=O)N(c3ccc(OCC(=O)N4CCCC4)cc3)C2)cc1 (centres undefined)
    3% | 9%[1.9 µM] | -18% | -3% | 2% | 1% | -17% | 4%
CCCCOC(=O)CNc1n[nH]c(=S)[nH]c1=O
    6% | -6% | 1% | -5% | -5% | -1% | 5% | .
COc1cc(/C=N/NC(=S)Nc2cccc(S(=O)(=O)N(C)C)c2)ccc1O
    2% | 23%[10 µM] | -5% | ? | -4% | ? | -3% | -10%
Cc1cccc(-n2c(-c3csc(C)c3)n[nH]c2=S)c1
    1% | -8% | i | -9% | 0% | -5% | 5% | .
O=[N+]([O-])c1ccccc1CNC(Cc1ccccc1)c1ccccc1 (centres undefined)
    5% | -3%[10 µM] | -14% | -14% | -5% | -20% | 4% | .
CC1Cc2ccccc2N1S(=O)(=O)c1cccc(C(=O)NCCCn2ccnc2)c1 (centres undefined)
    -8% | -20% | -3% | -12% | 0% | -15% | 0% | .
Cc1cc(C)n2cnnc2n1
    5% | 3%[10 µM] | 5% | -7% | 0% | -10% | 2% | -3%
COc1cc(NC(=O)C(=O)NNC(=O)C2CCCCC2)c(OC)cc1Cl
    5% | . | 7% | -11% | -1% | -4% | 0% | -8%
O=C(CN1C(=O)c2ccccc2C1=O)NCc1ccncc1
    3% | -7% | -1% | -6% | 1% | 0% | 8% | -3%
O=c1oc2c3c(ccc2c2ccccc12)OCN(Cc1ccccc1Cl)C3
    -12% | . | . | ? | 1% | ? | 1% | .
COC(=O)CCCC1=CC2=CC(=O)C(C)(OC(=O)C3CCCC3)C(=O)C2=CO1 (centres undefined)
    0%&3% | 34% | ? | -5%&1% | -2%&27% | -6%&14% | 7%&-5% | .
Cc1ccc(-n2ncc3c(=O)n(-c4ccc(C)c(C)c4)c(-c4ccco4)nc32)cc1
    0% | -21% | i | ? | -3% | -23% | -1% | .

The list is partial; the hit share may differ from the screen's.
